Rad51 HR inh: blocks human Rad51 in homologous recombination. Q06609. hRad51 DNA strand exchange, fluorescence dequenching. inhibition, % at 10 µM. actives 0.085% (n = 200,000);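 active means inhibition above 40% at the single screening dose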;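 further: 0% = DMSO control wells and 100% = blanks with heterologous ssDNA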
Target sequence (Q06609 whole entry, looked up): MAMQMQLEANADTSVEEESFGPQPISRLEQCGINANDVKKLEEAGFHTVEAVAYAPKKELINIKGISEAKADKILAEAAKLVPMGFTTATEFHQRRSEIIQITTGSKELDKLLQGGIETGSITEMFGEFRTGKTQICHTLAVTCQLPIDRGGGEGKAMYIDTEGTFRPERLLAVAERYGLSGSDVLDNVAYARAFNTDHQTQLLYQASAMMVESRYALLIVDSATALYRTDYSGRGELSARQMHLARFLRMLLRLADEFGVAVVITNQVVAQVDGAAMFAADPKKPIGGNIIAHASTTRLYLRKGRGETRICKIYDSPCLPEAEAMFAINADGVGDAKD
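Material: hRad51 filaments on single-stranded DNA; Reagent: Donor/quencher-labelled 47-bp dsDNA substrate; Compound: 10 µM final, single point; Schedule: 37 °C 15-min filament assembly, 30-min compound preincubation, 15-min exchange; Technique: FRET fluorescence, excitation 485 nm, emission 520 nm; Benchmarks: control wells and blank wells on each plate.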
Hck Nef HTS: inhibitors of human Hck kinase activated by Nef. P08631. Recombinant Hck-YEEI plus Nef, Z-Lyte FRET kinase assay. inhibition, % at 20 µM. actives 0.68% (n = 220,000). AID 463187;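 active means Hck-Nef kinase inhibition above about 50%, limit read from the data; inactive means inhibition below that limit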;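 further: 0% = DMSO with Hck plus Nef and 100% = Hck alone without Nef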
Target sequence (P08631 whole entry, looked up): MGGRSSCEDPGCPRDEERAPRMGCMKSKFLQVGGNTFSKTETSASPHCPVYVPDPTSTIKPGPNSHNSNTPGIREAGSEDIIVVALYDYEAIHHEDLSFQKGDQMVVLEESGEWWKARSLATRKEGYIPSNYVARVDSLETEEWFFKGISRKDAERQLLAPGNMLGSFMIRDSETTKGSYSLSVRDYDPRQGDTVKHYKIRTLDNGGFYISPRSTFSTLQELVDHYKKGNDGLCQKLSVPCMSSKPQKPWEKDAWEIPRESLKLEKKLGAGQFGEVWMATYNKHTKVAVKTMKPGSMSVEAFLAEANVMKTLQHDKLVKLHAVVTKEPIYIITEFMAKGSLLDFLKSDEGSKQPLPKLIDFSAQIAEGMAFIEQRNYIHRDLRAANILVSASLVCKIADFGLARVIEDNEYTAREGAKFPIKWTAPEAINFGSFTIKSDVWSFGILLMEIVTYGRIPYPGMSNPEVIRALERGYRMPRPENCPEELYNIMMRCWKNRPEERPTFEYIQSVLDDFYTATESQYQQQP
FXIIa inh: factor XIIa (human) inhibition; actives 0.3% (n = 220,000); inhibition, % at 5 µM; AID 800; P00748; purified FXIIa, Boc-QGR-AMC fluorogenic substrate, 2 h; in the data active means inhibition above about 40%;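 further: 0% = enzyme with no compound and 100% = blank without enzyme; many of its hits are not listed in these tables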
TNF death inh: inhibitors of TNF-alpha induced necroptosis in Jurkat FADD-/- cells. activation (protection from cell death), % at 10 µM. Jurkat FADD-/- TNF necroptosis rescue, ATP luminescence, 24 h; 0 = TNF only, 100 = no-TNF cells. actives 0.068% (n = 220,000);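 active means activation, meaning protection from cell death, of at least 50% relative to plate controls; inactive means activation below 50%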;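 further: necroptosis triggered by 40 ng/mL TNF-alpha added together with compound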
thrombin 1536: blocks human thrombin protease activity | actives 0.26% (n = 220,000) | alpha-thrombin, Boc-VPR-AMC fluorogenic substrate cleavage | inhibition, % at 5 µM | AID 1046;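 active means inhibition at or above 40%; inactive means inhibition below 40%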;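 further: 0% = enzyme with no compound and 100% = wells without enzyme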
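System: human alpha-thrombin protein; Compound dosing: one concentration per compound, 5 µM, with 0.2% DMSO; Timing: reaction at room temperature; Technique: AMC fluorescence, 355/460 nm; Controls: enzyme without compound as high, wells lacking enzyme as low.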
L929 necroptosis: L929 zVAD cell death inhibition | L929 zVAD necroptosis rescue, ATP luminescence, 24 h; with zVAD 60 µM | viability rescue, % at 10 µM | actives 0.38% (n = 220,000) | AID 1377;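 active means activation, scaled between plate controls, above about 75%, limit read from the data; inactive means activation under that limit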;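 further: 0% = zVAD with DMSO and 100% = DMSO alone without zVAD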
KCC2 mod: modulates chloride dependent transport by human KCC2 | actives 2.2% (n = 190,000) | B-score of Tl+ flux slope (higher = more flux/activation; lower = inhibition) at 10 µM | Q9H2X9 | KCC2 cells, thallium flux FluoZin-2 fluorescence | AID 1456;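 active means thallium flux slope and its plate-corrected score both differing from the plate sample mean at a set confidence after two filtering rounds, in either direction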;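 further: slope of fluorescence scaled to starting intensity during 10 to 20 s after thallium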
FXIa inh: factor XIa (human) inhibition. inhibition, % at 5 µM. purified FXIa, Boc-Glu-Ala-Arg-AMC fluorogenic substrate. P03951. actives 0.14% (n = 220,000);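 active means inhibition of at least 40%; inactive means inhibition below 40%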;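 further: fluorescence of freed AMC excited at 355 nm; 0% = enzyme without compound and 100% = no enzyme blank; many of its hits are not listed in these tables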
hK5 inh: inhibitors of human kallikrein 5; Q9Y337; recombinant hK5, fluorogenic AMC substrate cleavage; inhibition, % at 5 µM; actives 0.59% (n = 210,000); AID 873;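 active means inhibition of 40% or more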;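 further: 0% = enzyme controls without compound and 100% = no-enzyme blanks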
Target sequence (Q9Y337 67-293 limits assumed): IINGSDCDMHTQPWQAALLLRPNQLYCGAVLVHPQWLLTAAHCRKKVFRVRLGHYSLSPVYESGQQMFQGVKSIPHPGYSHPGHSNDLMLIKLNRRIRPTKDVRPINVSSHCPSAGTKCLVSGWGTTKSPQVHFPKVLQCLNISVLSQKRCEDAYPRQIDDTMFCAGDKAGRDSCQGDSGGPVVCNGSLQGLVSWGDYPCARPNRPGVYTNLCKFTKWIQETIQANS
The depositor's hits bear a star; nt = no result given. Only part of the results is shown; the hit share may differ from the screen's.

1	COc1ccc(S(=O)(=O)N2CCOC2CNC(=O)C(=O)NCCCn2ccnc2)cc1OC (stereo not drawn)
2	COC(=O)c1ccc(C(=O)OC)c(NC(=O)CN(C)Cc2ccccc2)c1
3	CCc1cc(=O)oc2cc(OCc3nn[nH]n3)ccc12
4	CC(NC(=O)c1cnccn1)c1ccc(S(N)(=O)=O)cc1 (stereo not drawn)
5	CS(=O)(=O)c1ncc(Cl)c(C(=O)Nc2ccc3ccccc3c2)n1
6	O=C(NCCc1ccccc1F)[C@@H]1CSC2c3ccccc3C(=O)N21 (stereo partly drawn)
7	COc1ccc(NC(=O)CN2CCN(c3nc(-c4cccc(OC)c4)cs3)CC2)cc1
8	O=C(CSc1nc(-c2ccccc2)cs1)NC(=O)NCc1ccco1
entry no.	1	2	3	4	5	6	7	8
KCC2 mod	-0.85	-1.6	1.3	2.5	-1.9	0.03	1.1	-0.56
TNF death inh	-0.5	0.8	-1.3	2.2	-3.5	-1.4	1.5	-1.7
Hck Nef HTS	0	4	0	6	32	3	5	2
hK5 inh	-10	-7	-4	0	-3	-13	-16	1
thrombin 1536	5	-5	-4	-7	0	-2	-7	-7
L929 necroptosis	4.8	-0.9	0.2	0.1	4.3	-0.2	0.8	-1.6
FXIIa inh	15	8	5	-2	8	1	11	-2
FXIa inh	9	0	-8	-6	-1	4	1	-1
Rad51 HR inh	-17	5	-2	-25	22	-4	-3	0

Complete entries as entered above. Screens in order: KCC2 mod, TNF death inh, Hck Nef HTS, hK5 inh, thrombin 1536, L929 necroptosis, FXIIa inh, FXIa inh, Rad51 HR inh
Shown for `O=C(CSc1nc(-c2ccccc2)cs1)NC(=O)NCc1ccco1` : -0.56, -1.7, 2, 1, -7, -1.6, -2, -1, 0
Shown for `CS(=O)(=O)c1ncc(Cl)c(C(=O)Nc2ccc3ccccc3c2)n1` : -1.9, -3.5, 32, -3, 0, 4.3, 8, -1, 22
Shown for `CCc1cc(=O)oc2cc(OCc3nn[nH]n3)ccc12` : 1.3, -1.3, 0, -4, -4, 0.2, 5, -8, -2
Shown for `COC(=O)c1ccc(C(=O)OC)c(NC(=O)CN(C)Cc2ccccc2)c1` : -1.6, 0.8, 4, -7, -5, -0.9, 8, 0, 5
Shown for `COc1ccc(NC(=O)CN2CCN(c3nc(-c4cccc(OC)c4)cs3)CC2)cc1` : 1.1, 1.5, 5, -16, -7, 0.8, 11, 1, -3

(more compounds)
9	CC[n+]1c(/C=C2\C=C(C)CC(C)C2)sc2ccccc21 (stereo not drawn)
10	COc1ccc(C(=O)NC(C)c2nc3ccccc3[nH]2)cc1OC (stereo not drawn)
11	C/C(=N\NC(=O)C1=NNC(=O)C1C)c1cccs1 (stereo not drawn)
12	COc1ccc(NS(=O)(=O)c2cc(C)ccc2OC)cc1OC
13	CCOC(=O)c1c(NC(=O)c2ccccc2)sc2c1CCc1ccccc1-2
14	CCOC(=O)c1cccc(NC(=O)CSc2nnc(COc3ccccc3C)o2)c1
15	COc1cc2c(cc1OC)C(c1ccccc1)N(C(=O)CSCC(=O)O)CC2 (stereo not drawn)
16	COC(=O)c1c(-c2ccccc2Cl)noc1/C=C/N(C)C
entry no.	9	10	11	12	13	14	15	16
KCC2 mod	0.15	0.023	nt	nt	1.4	-0.22	-1.7	-0.07
TNF death inh	-19	0.6	-2.8	-1.8	0.7	-1.4	0.2	0.1
Hck Nef HTS	0	1	26	-1	8	-1	-10	59*
hK5 inh	-1	-10	-3	5	-6	12	0	0
thrombin 1536	-5	1	-7	-1	-1	-4	-4	-5
L929 necroptosis	-0.3	0.5	2.3	0.1	nt	-0.2	1.4	-0.1
FXIIa inh	5	11	8	11	6	-10	6	7
FXIa inh	-7	0	-4	-1	0	-5	-2	-3
Rad51 HR inh	-11	26	-2	4	nt	9	3	8

17	COc1ccc(CC(=O)Nc2nnc(SCc3ccccc3)s2)cc1S(=O)(=O)N1CCOCC1
18	[O-][N+]1=C(c2cccs2)CN(O)C1
19	CCOc1cc(/C=N\NC(=O)c2ccc(NC(=O)C(C)(C)C)cc2)ccc1OC(=O)c1ccc(OC)cc1
20	O=c1c2ccccc2nc(SCc2nc3ccccc3s2)n1CCCO
21	COC(=O)c1ccc(NC(=O)CN2CCN(c3ccccn3)CC2)cc1
22	Cc1ccc(S(=O)(=O)NC(=O)Nc2nnc(C3CC3)s2)cc1
23	CC1(C)CC2CC(C)(CN2C(=O)c2ccc([N+](=O)[O-])cc2)C1 (stereo not drawn)
24	CCC(C)[C@H](NC(=O)NCc1cccs1)C(=O)O (stereo partly drawn)
entry no.	17	18	19	20	21	22	23	24
KCC2 mod	-1.8	-0.69	-0.033	-1.5	0.42	nt	-1.5	0.13
TNF death inh	0.0	-3.5	0.4	15	0.7	-1.8	0.5	0.5
Hck Nef HTS	3	0	-13	1	22	0	2	3
hK5 inh	1	-3	-3	-10	-5	-2	-7	9
thrombin 1536	-1	3	-3	-14	-2	-4	6	1
L929 necroptosis	-0.3	0.5	1.2	1.7	13	-0.2	0.6	-0.1
FXIIa inh	15	14	2	10	0	7	8	-9
FXIa inh	2	-9	-13	1	-4	3	0	-8
Rad51 HR inh	-14	3	2	-10	21	-10	-5	2

25	CC1CCCN(C(=O)CN2CCN(C(=O)c3ccco3)CC2)C1 (stereo not drawn)
26	O=C(CCn1c(=O)c2ccccc2n(CC(=O)NC2CCCC2)c1=O)NCCc1ccc(Cl)cc1
27	CC(SC1CCCC1)C(=O)NC(C)(C#N)C(C)C (stereo not drawn)
28	NC(=O)NC(CC(=O)OCC(=O)NC(=O)NCc1ccco1)c1ccc(Cl)cc1 (stereo not drawn)
29	COc1ccc(CCNC(=O)CSc2nc3ccccc3o2)cc1OC
30	C/C(=N\NC(=S)NCc1ccccc1)c1ccc(Cl)s1
31	Cc1ccc(OCCN2CCNCC2)c([N+](=O)[O-])c1
32	CC(=O)N1CCN(C2c3cccc4cccc(c34)C2NS(=O)(=O)c2ccccc2)CC1 (stereo not drawn)
entry no.	25	26	27	28	29	30	31	32
KCC2 mod	-0.11	-0.54	-0.068	nt	nt	10*	-0.81	-1.7
TNF death inh	0.5	1.1	-3.1	-0.7	-1.1	-2.2	2.0	0.7
Hck Nef HTS	-1	-13	0	-2	1	2	-1	0
hK5 inh	-12	-15	-13	-5	-1	-6	-1	3
thrombin 1536	-3	2	7	6	2	-1	1	-2
L929 necroptosis	0.0	0.2	-0.1	0.3	-1.2	1.9	1.1	0.6
FXIIa inh	12	13	-1	20	5	12	13	8
FXIa inh	9	3	-9	5	3	0	7	-1
Rad51 HR inh	-7	3	3	-1	5	-2	nt	-2

33	CCC1=C(OC(=O)N(CC)CC)N2C(=O)OC(=NCC(=O)OC)[C@]2(Cc2ccccc2)[C@H]2C1=CC[C@H]1C(=O)N(c3ccccc3)C(=O)[C@H]12
34	CC1(C)CC2(CCO1)OC(=O)CC2C(=O)Nc1cccc2ccccc12 (stereo not drawn)
35	Cc1cccc(C2c3[nH]c4ccccc4c3CCN2C(=O)Cc2nc(-c3ccccc3)n[nH]2)n1 (stereo not drawn)
36	O=C(NNC(=O)c1ccco1)c1cccc([N+](=O)[O-])c1
37	Cc1cc(N2C(=O)C3C4c5ccccc5C(c5ccccc54)C3C2=O)no1 (stereo not drawn)
38	COc1cccc(CNC(=O)C(=O)NCCc2ccc(OC)c(OC)c2)c1
39	c1ccc(Cc2noc(CN3CCN(CCOc4ccccc4)CC3)n2)cc1
40	O=C(NCCN1CCCCC1)/C(=N\O)c1ccccc1
entry no.	33	34	35	36	37	38	39	40
KCC2 mod	0.37	-0.4	nt	1	0.11	-0.076	-1.7	nt
TNF death inh	1.8	1.1	-3.4	-2.4	-4.8	1.3	0.5	0.4
Hck Nef HTS	28	8	-21	0	1	1	1	-1
hK5 inh	4	-21	6	0	-14	-14	nt	-1
thrombin 1536	1	4	0	-3	3	-1	1	0
L929 necroptosis	-0.5	0.4	1.2	-0.1	-0.4	0.1	-0.9	0.2
FXIIa inh	10	11	12	-1	7	11	11	9
FXIa inh	3	7	3	-8	0	5	3	-2
Rad51 HR inh	-1	7	nt	9	-1	0	19	-1

41	Cc1ccc(NC(=O)c2cc(-c3cccs3)nc3ccccc23)nc1
42	COc1ccc(NC(=O)CCn2cccc2)c(OC)c1
43	Cc1cc(N2CCN(C)CC2)nc(=S)[nH]1
44	COc1ccccc1-c1cc2nc(C)c(CCC(=O)NCc3ccco3)c(C)n2n1
45	O=C(CSc1nc2ccccc2c(=O)n1CC1CCCCC1)N1CCOCC1
46	CCn1cc(C(=O)O)c(=O)c2cc(F)c(N3CCNCC3)cc21
47	COC(=O)C1=C(C)Nc2ncnn2C1c1cccnc1 (stereo not drawn)
48	Cc1cccc(C(=O)NCCC(=O)Nc2nc(C)c(Cc3ccc4c(c3)OCO4)s2)c1
entry no.	41	42	43	44	45	46	47	48
KCC2 mod	0.029	-0.56	0.25	-1.8	-1.2	0.3	0.3	0.2
TNF death inh	-8.5	0.7	0.5	0.4	4.5	0.8	-0.6	1.0
Hck Nef HTS	13	4	22	2	1	0	1	0
hK5 inh	-1	-4	-3	-4	-10	-7	-6	-14
thrombin 1536	-1	-10	0	-1	3	0	0	-1
L929 necroptosis	0.1	1.3	2.7	1.9	0.6	2.5	0.4	0.2
FXIIa inh	5	4	8	17	16	3	17	13
FXIa inh	1	-4	-3	6	-5	22	5	10
Rad51 HR inh	nt	4	1	12	-2	-1	-4	4

49	O=C(CC1COc2ccccc2O1)Nc1ccccn1 (stereo not drawn)
50	Fc1cc(F)c2nc(Nc3nc4cc5c(cc4s3)OCO5)sc2c1
51	COc1cccc(C2=NOC(C(=O)NCc3ccccc3)C2)c1 (stereo not drawn)
52	CC(C)(C)C(=O)Cn1ncc(Cl)c(Cl)c1=O
53	Cc1ccc(OCCC(=O)N2CCN(c3ccc(O)cc3)CC2)cc1
54	CC(/C=C/c1ccco1)=N\NC(=O)C(O)c1ccccc1 (stereo not drawn)
55	CCOC(=O)C1=C(N)N2C(=O)CSC2=C(C(=O)OC)C1
56	Cc1cc(C)n(Cc2ccc(NC(=O)c3ccc(COc4ccccc4Br)cc3)cc2)n1
entry no.	49	50	51	52	53	54	55	56
KCC2 mod	nt	8.5*	-0.051	0.02	-2.3	1.4	-0.36	nt
TNF death inh	0.2	1.5	-7.6	-1.3	-15	1.4	0.3	-19
Hck Nef HTS	12	3	2	16	6	2	-1	0
hK5 inh	6	-90	-12	-6	-4	-5	-21	-9
thrombin 1536	1	-13	-6	-4	-16	2	-2	5
L929 necroptosis	1.4	-0.6	-0.3	14	0.7	0.4	0.6	8.8
FXIIa inh	10	-5	8	-1	-2	6	8	9
FXIa inh	9	-2	-7	-4	-5	9	-2	2
Rad51 HR inh	4	11	nt	19	nt	-6	-6	nt

57	COc1cc(Br)c(C(C)NC(=O)c2cccc(Br)c2)cc1OC (stereo not drawn)
58	COc1cc(/C=C(\NC(=O)c2ccccc2)C(=O)NCCO)c([N+](=O)[O-])cc1OC
59	COC(=O)c1ccc(NC(=O)CSc2ccccc2)cc1
60	COc1ccccc1NC(=O)CN1CCC(n2nnc3cc(F)ccc32)CC1
entry no.	57	58	59	60
KCC2 mod	-0.011	0	-0.86	nt
TNF death inh	0.0	0.7	3.5	1.2
Hck Nef HTS	1	2	5	2
hK5 inh	2	-12	-19	4
thrombin 1536	1	0	0	3
L929 necroptosis	-0.1	0.8	1.2	1.6
FXIIa inh	13	17	11	13
FXIa inh	4	8	4	4
Rad51 HR inh	-2	14	-7	-3

Compound activity as filed in PubChem BioAssay.
